CHT block: inhibits the human high affinity choline transporter | Q9GZV3 | CHT-expressing cells, membrane potential dye, choline response; stronger effect = lower value | B-score at 10 µM | hit rate 0.86% among 310,000;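 active = B-score over 3 SD under the library average, and starting fluorescence ratio not unusually high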;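 note: choline stimulus applied at its EC90 after an EC20 pre-addition; B-score computed on integrated fluorescence ratio after choline addition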
Target sequence (Q9GZV3 whole entry, looked up): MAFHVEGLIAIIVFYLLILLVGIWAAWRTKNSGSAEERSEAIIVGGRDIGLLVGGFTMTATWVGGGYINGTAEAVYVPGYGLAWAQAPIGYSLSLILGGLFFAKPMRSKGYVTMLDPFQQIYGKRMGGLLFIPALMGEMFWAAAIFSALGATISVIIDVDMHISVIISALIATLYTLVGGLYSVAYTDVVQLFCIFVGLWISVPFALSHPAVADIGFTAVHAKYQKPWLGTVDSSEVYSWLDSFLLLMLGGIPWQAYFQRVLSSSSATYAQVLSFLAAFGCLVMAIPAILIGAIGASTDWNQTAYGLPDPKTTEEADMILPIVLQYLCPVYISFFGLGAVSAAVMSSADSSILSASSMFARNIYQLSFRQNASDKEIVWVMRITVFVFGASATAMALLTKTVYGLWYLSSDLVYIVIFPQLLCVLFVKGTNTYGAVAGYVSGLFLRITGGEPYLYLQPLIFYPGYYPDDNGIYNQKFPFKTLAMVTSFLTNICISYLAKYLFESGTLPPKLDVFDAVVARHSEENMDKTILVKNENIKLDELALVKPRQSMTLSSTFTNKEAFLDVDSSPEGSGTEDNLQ
CHT allo act: human CHT allosteric activation | hit rate 0.49% among 310,000 | Q9GZV3 | AID 488977 | B-score at 10 µM | CHT-expressing cells, membrane potential dye, choline EC20; stronger effect = higher value; LV-AA mutant CHT in HEK293 cells;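 active = initial fluorescence not abnormally high and integrated response B-score, plate-corrected, over 3 SD above library mean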
Numbers without * were called inactive; i = inactive.

SMILES | CHT block | CHT allo act
Cc1ccc(CNS(=O)(=O)c2c(C)[nH]c(C)c2C(=O)N2CCCC2)cc1 | i | i
CCOC(=O)Nc1sc(NS(=O)(=O)c2ccccc2)nc1C | i | i
NC(=O)N/N=C/c1cc(Br)ccc1OC(=O)c1ccccc1 | i | i
COc1ccc2oc(=O)c(C(=O)N3CCN(c4ccccc4)CC3)cc2c1 | i | i
COc1ccc(Cn2c(=O)c3c(nc(NCCO)n3C)n(C)c2=O)cc1 | i | i
CCOP(=O)(OCC)C(NC(=O)Nc1ccc(Cl)cc1)C(N)=O (stereo not given) | i | i
Cc1cccc(-c2cc3nc(-c4ccccc4)cc(=O)n3[nH]2)c1 | i | i
CCN(Cc1ccccc1)C(=O)COC(=O)Cn1cnc2ccccc21 | i | i
COCCNC(=O)Cn1ccc2cc(S(=O)(=O)N3CCCCCC3)ccc21 | i | i
CC1(C)NC(=O)N(CC(=O)OCC(=O)Nc2cc(S(=O)(=O)N3CCCCCC3)ccc2Cl)C1=O | i | i
O=C(CCCO)CCCCCCCCC[C@H]1N[C@H](CO)[C@@H](O)[C@@H]1O | i | i
Cc1ccc(NC(=O)CSCC(=O)N2c3ccccc3CCc3ccccc32)cc1 | i | i
COc1ccc(Cl)cc1C(=O)NCCc1ccc(S(=O)(=O)NC(=O)NC2CCCCC2)cc1 | i | i
COc1ccccc1Oc1ccc(S(=O)(=O)NCc2ccccn2)cc1 | i | i
Cc1c(C)c2cc(Cl)c(OC(C)C(=O)NCCN3CCOCC3)cc2oc1=O (stereo not given) | i | i
CS(=O)(=O)N1CCN(C(=O)c2ccncc2)CC1 | i | i
Cc1nnc(NC(=O)CSc2nnc(C)n2Cc2ccccc2)s1 | i | i
O=C(CSc1nc(O)cc(=O)n1C1CCCC1)Nc1cccc(Cl)c1Cl | i | i
CC1([N+](=O)[O-])COC2(OC1)C(=O)Nc1ccccc12 (stereo not given) | i | i
O=C(COc1ccc2ccccc2c1)NCCNC(=O)COc1ccc2ccccc2c1 | i | i
Cc1cc(C)cc(OC(=O)C23CCC(C)(C(=O)O2)C3(C)C)c1 (stereo not given) | i | i
Cc1c(CCOC(=O)C23CC4CC(CC(C)(C4)C2)C3)sc[n+]1CC(=O)c1ccccc1 | i | i
CCCC(=O)NNC(=O)c1ccoc1C | i | i
Cc1oc(-c2cccs2)nc1CS(=O)CC(=O)NCCCOC(C)C (stereo not given) | i | i
CC[C@@H]1[C@H]2CCCC(=O)N3CC[C@@H](C[C@@H]1OC(=O)NCc1ccccc1)[C@@H]23 | i | i
Continued:
SMILES | CHT block | CHT allo act
Cc1cc(=O)oc2cc(OC(C)C(=O)NC3CCN(Cc4ccccc4)CC3)ccc12 (stereo not given) | i | i
O=C(COC(=O)CNC(=O)c1ccco1)Nc1ccccc1OC(F)F | i | i
CN(CCn1ccnc1)Cc1cn(Cc2ccccc2)nc1-c1ccc2c(c1)OCO2 | i | i
CCC(CC)C(=O)NCc1ccc2c(c1)cc(C)n2C | i | i
CS(=O)(=O)N1CCN(c2ccc(NC(=O)c3ccc(-c4ccc(Cl)cc4)o3)cc2)CC1 | i | i
CC(=O)Nc1nnc(SCC(=O)N2CCN(Cc3ccccc3)CC2)s1 | i | i
O=C(Nc1ccc2[nH]c(=O)[nH]c2c1)c1ccc(Cl)c(Cl)c1 | i | i
CCOC(=O)C1=C(C)OC(N)=C(C#N)C1c1ccc(OC)c(C)c1OC (stereo not given) | i | i
COc1ccc(OC)c(N(CC(=O)N2CCCC2)S(C)(=O)=O)c1 | i | i
CS(=O)(=O)c1ncc(Cl)c(C(=O)Nc2ccc(OC(F)F)cc2)n1 | -6.5* | i
CC(C)CN1CCN(CCCc2ccccc2)C(CCO)C1 (stereo not given) | i | i
Cc1cccc(OCc2nnc(SCC(=O)OC3CCCCC3)o2)c1 | i | i
CCC(=O)OCCn1c(=O)c2ccccc2c2ccccc2c1=O | i | i
COc1ccc(C(C)(C)C)cc1NC(=O)Nc1ccc2c(c1)OCO2 | i | i
COC(=O)C1C(=O)CC(C)(O)C(C(=O)OC)C1c1ccccc1F (stereo not given) | i | i
O=C1Cc2cc(S(=O)(=O)Nc3cccc([N+](=O)[O-])c3)cc3c2N1CCC3 | i | i
Cc1cc2c(c(=O)n1CC1CCCO1)C(c1ccc3c(c1)OCO3)C(C#N)=C(N)O2 (stereo not given) | i | i
COc1ccc([N+](=O)[O-])cc1N(CC(=O)NCCSc1ccc(C)cc1)S(C)(=O)=O | i | i
O=C(NC1CC1)c1ccc(C2SCC(=O)N2Cc2ccccc2)cc1 (stereo not given) | i | i
O=C(Nc1ccc2c(c1)CCC2)C1CCCO1 (stereo not given) | i | i
CC(=O)N1CCC(N(CCN2CCOCC2)C(=S)Nc2cccc(C)c2C)CC1 | i | i
CCOc1nc2ccccc2nc1C | i | i
CN(C)c1ccc(C2/C(=C(/O)c3ccc(Br)cc3)C(=O)C(=O)N2C)cc1 (stereo not given) | i | i
CC1(C)Cc2ccccc2C(NN=C2CCCC2)=N1 | i | i
CCCC(=O)N1CCN(C2=NS(=O)(=O)c3ccccc32)CC1 | i | i
(continued)
SMILES | CHT block | CHT allo act
CCC1=Nc2cc(C(=O)NCC3CCCO3)ccc2Sc2ccc(Cl)cc21 (stereo not given) | i | i
CC(=O)c1nn(-c2ccc(C(F)(F)F)cc2)c(=O)[nH]c1=O | i | i
CN(CC(=O)Nc1ccc(F)c(F)c1F)C(=O)C1CC(=O)N(c2ccc3c(c2)OCCO3)C1 (stereo not given) | i | i
CC1(C)CC(=O)c2cc(OCC(=O)NCCN3CCCc4ccccc43)ccc2O1 | i | i
C/C=C/C=C/C(=O)OCC(=O)Nc1ccc(Cl)cc1 | i | i
CC(Oc1ccccc1)C(=O)N=C1SC2CS(=O)(=O)CC2N1CCc1ccccc1 (stereo not given) | i | i
Cc1cccc(C)c1Nc1nnc(SCC(=O)NCc2ccco2)s1 | i | i
C=CCSc1nnc(NC(=O)CN2C(=O)NC3(CCCC3)C2=O)s1 | i | i
Cc1ccc(F)cc1CNC(=O)C1CCC(=O)N(CCc2ccccc2)C1 (stereo not given) | i | i
O=C(OCCNc1ccc(C(F)(F)F)cc1[N+](=O)[O-])c1cc2ccccc2oc1=O | i | i
O=S(=O)(c1ccc(-c2cnc(C3CC3)o2)cc1)N1CCN(c2ccccc2)CC1 | i | i
CCOC(=O)C1CCCN(C(=O)c2cc3cc(Br)ccc3oc2=O)C1 (stereo not given) | i | i
Cc1ccc(NC(=O)Nc2ccccc2)cc1[N+](=O)[O-] | i | i
COc1ccc(OC)c(NC(=O)CCn2cccc2)c1 | i | i
CN(C)CCNC(=O)CCn1nc(-c2ccc(Cl)cc2)ccc1=O | i | i
CC(=O)Nc1ccc(S(=O)(=O)Nc2cc(C)ccn2)cc1 | i | i
CN(C1=NC(=O)C(CC(=O)O)S1)c1ccc(O)cc1 (stereo not given) | i | i
Cc1csc(Sc2ccc(C(=O)OCC(=O)Nc3ccc(F)cc3[N+](=O)[O-])cc2[N+](=O)[O-])n1 | i | i
COc1ccc2[nH]cc(C(=O)N3CCCCC3)c(=O)c2c1 | i | i
COc1ccc(C(c2sc3nc(C)nn3c2O)N2CCc3ccccc3C2)cc1 (stereo not given) | i | i
O=C(NNC(=O)c1c(O)c2ccccc2[nH]c1=O)c1ccccc1Br | i | i
O=C(N/N=C/c1ccc(Cl)cc1)C1CC12CCC2 (stereo not given) | i | i
O=C(COc1ccc([N+](=O)[O-])cc1)Nc1ccc2c(c1)OCO2 | i | i
O=C(NC(=S)NC1CCSC1=O)c1ccc([N+](=O)[O-])cc1 (stereo not given) | i | i
CC(=O)Nc1ccc2nc(NC(=O)c3cccs3)sc2c1 | i | i
The listing continues:
SMILES | CHT block | CHT allo act
CC1CC(C)(C)NC(=S)N1CC(=O)NCc1ccc(F)cc1 (stereo not given) | i | i
NNc1nc2ccccc2nc1C(F)(F)F | i | i
Cn1c(=N)n(CC(O)c2cccc3ccccc23)c2ccccc21 (stereo not given) | i | i
COc1cccc(C(C(=O)NC(C)(C)C)N(C(=O)CCC(=O)Nc2cc(C)on2)C2CC2)c1OC (stereo not given) | i | i
COc1ccc(/C=C2\CCCC3C2=NN(C(=O)c2ccco2)C3c2ccc(OC)c(OC)c2)cc1OC (stereo not given) | i | i
CCN(C(=O)CSc1nc2cc(Cl)ccc2c(=O)n1Cc1ccco1)C1CCS(=O)(=O)C1 (stereo not given) | i | i
Cc1cccc(NC(=S)NCc2cccn2C)c1 | i | i
COc1ccc(CC(=O)O/N=C(\N)Cc2ccc(OC)c(OC)c2)cc1 | i | i
Cc1nnc(Nc2ccccn2)c2ccccc12 | i | i
CN(C(=O)COC(=O)CNC(=O)c1ccc2ccccc2c1)c1c(N)n(Cc2ccccc2)c(=O)[nH]c1=O | i | i
CCOC(=O)N1CCC(NC(=O)c2cc(C(=O)Nc3ccc(S(=O)(=O)N4CCCCC4)cc3)ccc2CO)CC1 | i | i
O=C(Nc1ncc([N+](=O)[O-])s1)C1CCN(S(=O)(=O)c2cnc[nH]2)CC1 | i | i
COc1ccc(-n2c(Cc3cccn3C)nnc2SCC(=O)Nc2cccc(F)c2)cc1 | i | i
CSc1ncccc1-c1nc2ccccc2[nH]1 | i | i
Cc1nc2c(c(C)nn2-c2ccccc2)c(C)c1Cl | i | i
COc1ccc(C(=O)NCc2nnc(SCC(=O)Nc3ccccc3OC)o2)cc1 | i | i
NC(=O)c1ccc(NC(=O)COC(=O)C(Cc2ccccc2)NC(=O)c2ccccc2)cc1 (stereo not given) | i | i
CC1CCN(C(=O)C2CCN(CCCc3ccccc3)CC2)CC1 | i | i
CCc1nc2cc(CC(=O)O)ccc2o1 | i | i
CCCC(C)c1nnc(NC(=O)C2CCCO2)s1 (stereo not given) | i | i
O=C(OCC(=O)c1c[nH]c2ccccc12)c1cc(Br)ccc1O | i | i
O=C(NCc1cccnc1)c1ccc(-c2cccc(Cl)c2Cl)o1 | i | i
COc1ccc(CN(Cc2cccnc2)S(=O)(=O)c2ccc(-n3cnnn3)c(C)c2)cc1OC | i | i
CCOC(=O)c1sc(NC(=O)C2CC(=O)N(c3ccc(OC)cc3)C2)nc1C (stereo not given) | i | i
CN(C)CCNC(=O)/C(=C/c1ccc(-c2cccc([N+](=O)[O-])c2)o1)NC(=O)c1ccccc1 | i | i
New compounds follow.
SMILES | CHT block | CHT allo act
CCc1cc(C(c2cccc(OC)c2)N2CCOCC2)c(NC(=O)c2ccccc2)s1 (stereo not given) | i | i
O=C(Nc1ccc2ccccc2c1)c1ccc(Br)o1 | i | i
CCCc1cc(=O)n2[nH]c(NC(=O)c3ccco3)nc2n1 | i | i
C#CCOCCOCCOCCNc1nc(N2CCN(C(=O)[C@H]([C@@H](C)CC)n3cc([C@@H](N)CO)nn3)CC2)nc(N2CCN(C(=O)[C@H](CCCCN)n3cc([C@@H](N)C(C)CC)nn3)CC2)n1 (stereo not given in full) | i | i
COCCOC(=O)c1c(C)oc2ccc(OC(=O)c3cccs3)cc12 | i | i
CCO[C@@H]1OC(C(N)=O)=C[C@H](C2CC2)[C@H]1CCCO | i | i
CNS(=O)(=O)c1cccc2cccnc12 | i | i
NC(Cc1ccc(O)c([N+](=O)[O-])c1)C(=O)O (stereo not given) | i | i
COc1ccc(C(=O)COC(=O)CN2C(=O)c3ccccc3C2=O)c(OC)c1 | i | i
CC(C)NS(=O)(=O)c1ccc(CCC(=O)N2CCc3ccccc3C2)cc1 | -5.1* | i
COc1ccc(/C=C(/C#N)C(=O)Nc2ccc(C)cc2C)cc1C(=O)O | i | i
CCOC(=O)c1ccc(NC(=O)COc2ccccc2CNC2CCCC2)cc1 | i | i
Cn1c(SCCCC(=O)c2ccc(F)cc2)nnc1-c1ccncc1 | i | i
Cc1ccc(S(=O)(=O)NCC(=O)NCC(=O)N(C)Cc2ccc3ccccc3c2)cc1C | i | i
COc1ccc2cc(C3NC(=O)c4ccccc4N3)c(Cl)nc2c1 (stereo not given) | i | i
O=C(CC1CCS(=O)(=O)C1)Nc1ccc[nH]c1=O (stereo not given) | i | i
COc1cccc(C(=O)Nc2ccc3c(cc2=O)[C@@H](NC(C)=O)CCc2cc(OC)c(OC)c(OC)c2-3)c1 | i | i

Bioassay records: PubChem BioAssay, Johns Hopkins Ion Channel Center
